Assay outcomes as filed in PubChem.
JMJD2C inh: inhibitors of human GASC-1 (JMJD2C) demethylase. GST-JMJD2C(1-420) H3K9me3 demethylation, DELFIA europium. 330,000 compounds, 0.069% hits. Q9H3R0. inhibition, % at 2.35 µM;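 active = more than half of a compound's replicate wells show inhibition beyond 50%, single wells judged on their own value; inconclusive = some, but no more than half, of replicates pass 50% inhibition; inactive = no replicate passes 50% inhibition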;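 also: signal counts dimethyl H3K9 product captured on neutravidin plate; 0% = median of DMSO wells and 100% = 0.3 times that DMSO median; strong numbers were not always called active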
procasp3 activ: activates human procaspase-3. P42574. recombinant procaspase-3 D3A, Ac-DEVD-pNA absorbance 405 nm. activation, % at 8.5 µM. 330,000 compounds, 0.11% hits;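 active = activation above the mean of all tested compounds plus 3 SD, cut at about 21% in these data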;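 also: 0% = DMSO alone and 100% = DMSO wells spiked with extra 5 µM PC-3 D3A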
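Test system: Procaspase-3 D3A mutant; medium: Zinc-free HEPES/NaCl buffer with 0.01% Triton X-100 at pH 7.4; reagent: DEVD-pNA substrate; doses: one concentration, 8.5 µM nominal, 0.8% DMSO; times: 1 h preincubation plus 2 h reaction at 25 °C; signal: Epi-absorbance at 405 nm of released p-nitroaniline, 0 and 120 min; replicates: singlicate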
CTSL1 counter: cathepsin L1 inhibition, PFM18AAP counter-screen; recombinant F. hepatica cathepsin L1, Z-Leu-Arg-MCA fluorescence; inhibition, % at 5.96 µM; 300,000 compounds, 0.49% hits;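 active = inhibition above the mean of all tested compounds plus 3 SD, set per screening campaign, cut at about 17% in these data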;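 also: 0% = plate median of test compound wells and 100% = 1 µM Z-Phe-Ala-diazomethylketone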
VLA-4 inh: inhibition in a human VLA-4 binding assay; inhibition, % (about 7 µM as worked out from the volumes in the protocol); 330,000 compounds, 0.2% hits; VLA-4 expressing cells, ligand binding flow cytometry; in the data active = inhibition above about 50%
GRK2 aptamer HTS: blocks RNA aptamer binding to human GRK2; P25098; bead flow cytometry, FAM-aptamer displacement from GRK2; inhibition of aptamer binding, % at 10 µM; 330,000 compounds, 0.59% hits; AID 488847;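 active = inhibition of aptamer binding above 40%, roughly 3 SD of noise, on plates passing a quality check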;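 also: median bead fluorescence of bound FAM aptamer so fluorescent compounds give negative values; no value below 0 was filed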
Target sequence (P25098 whole entry, looked up): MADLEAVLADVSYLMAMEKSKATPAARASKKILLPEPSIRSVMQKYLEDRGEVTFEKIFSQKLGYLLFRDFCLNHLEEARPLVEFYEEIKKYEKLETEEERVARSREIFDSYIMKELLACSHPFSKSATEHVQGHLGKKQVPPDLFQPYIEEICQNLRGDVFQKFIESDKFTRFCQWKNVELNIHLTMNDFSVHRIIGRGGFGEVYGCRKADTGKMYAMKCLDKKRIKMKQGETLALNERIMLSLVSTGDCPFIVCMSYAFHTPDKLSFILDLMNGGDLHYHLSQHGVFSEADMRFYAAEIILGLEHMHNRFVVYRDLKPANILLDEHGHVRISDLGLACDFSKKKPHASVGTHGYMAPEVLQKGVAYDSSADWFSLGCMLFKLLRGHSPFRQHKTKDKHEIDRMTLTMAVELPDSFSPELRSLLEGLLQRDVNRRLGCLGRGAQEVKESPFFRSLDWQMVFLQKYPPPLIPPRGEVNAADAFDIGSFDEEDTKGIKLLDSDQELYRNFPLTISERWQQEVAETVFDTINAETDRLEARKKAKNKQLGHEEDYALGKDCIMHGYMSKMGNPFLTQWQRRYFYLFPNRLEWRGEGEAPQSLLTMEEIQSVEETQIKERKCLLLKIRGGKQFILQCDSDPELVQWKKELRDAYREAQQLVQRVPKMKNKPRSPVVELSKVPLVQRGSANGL
procasp7 counter: counter-screen for procaspase-3 activators: activators of human procaspase-7. P55210. recombinant procaspase-7, Ac-DEVD-pNA absorbance 405 nm; D23A/D198A/D206A triple mutant, cannot self-cleave; scale: DMSO 0, 5 µM enzyme 100. activation, % at 8.5 µM. 330,000 compounds, 0.093% hits;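 active = percent activation above the screen-wide mean plus 3 SD, cut at about 25% in these data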
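Material: Procaspase-7 triple mutant (PC-7 D3A) | Quantity: 2 µM procaspase-7 mutant as dispensed | Reagent: DEVD-pNA substrate | Times: 1 h preincubation, 2 h reaction | Technique: 405 nm absorbance of p-nitroaniline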
PP1 inh: counter-screen for PP5 inhibitors: inhibitors of human PP1-alpha; 320,000 compounds, 0.9% hits; inhibition, % at 6.7 µM; purified PP1alpha, OMFP fluorescence; P62136;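 active = inhibition above the mean inhibition of all tested compounds plus 3 SD, computed separately for each screening campaign, cut at about 15% in these data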
Target sequence (P62136 whole entry, looked up): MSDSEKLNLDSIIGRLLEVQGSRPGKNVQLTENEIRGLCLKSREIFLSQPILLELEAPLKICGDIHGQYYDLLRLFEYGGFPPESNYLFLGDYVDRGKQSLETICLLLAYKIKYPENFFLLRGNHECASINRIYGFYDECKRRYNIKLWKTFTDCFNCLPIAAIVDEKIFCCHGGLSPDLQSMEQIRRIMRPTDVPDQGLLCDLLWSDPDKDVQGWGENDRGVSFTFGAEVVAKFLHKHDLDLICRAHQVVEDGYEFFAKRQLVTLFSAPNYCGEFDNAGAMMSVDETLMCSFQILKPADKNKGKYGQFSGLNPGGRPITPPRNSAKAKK
HCV core dimer: HCV core protein dimerization inhibition. TR-FRET GST/Flag-core106 dimerization, 1536-well. inhibition, % at 5 µM. 300,000 compounds, 0.33% hits;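 active = inhibition above the mean of all tested compounds plus 3 SD, set per screening campaign, cut at about 45% in these data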
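Material: Tagged HCV core106 pair (GST and Flag) | Amount: GST-core106 13.5 nM, Flag-core106 17 nM | Medium: KF-containing HEPES buffer, pH 7.45, DTT, CHAPS, BSA | Reagent: Eu donor and XL665 acceptor anti-tag antibodies | Schedule: 4 h at 22.5 °C | Technique: Time-resolved FRET, ex 340 nm, em 617 and 671 nm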
PP5 inh: blocks human protein phosphatase 5 activity; purified PP5c, OMFP substrate fluorescence; inhibition, % at 6.7 µM; 320,000 compounds, 0.18% hits;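 active = inhibition above the campaign's mean inhibition across all tested compounds plus 3 SD, cut at about 9.5% in these data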;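 also: 0% = DMSO only and 100% = 100 µM cantharidin control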
* marks the source's active call; other numbers are inactive results; i = inactive; ? = inconclusive; . = no result given; & = joins results of further samples.

SMILES	JMJD2C inh	procasp3 activ	CTSL1 counter	VLA-4 inh	GRK2 aptamer HTS	procasp7 counter	PP1 inh	HCV core dimer	PP5 inh
Cc1c(NC(=O)CSc2nncc3ccccc23)c(=O)n(-c2ccccc2)n1C	-3.8&-14.8	-2.6	1.2	5.5	0.0	13.5	-1.1	-5.4	2.1
COc1ccc(C)cc1NC(=O)c1ccc(OC(F)F)cc1	3.0	-7.0	0.6	4.3	0.0	6.5	0.0	-5.3	2.5
CCOc1ccc(C(=O)NNC(=O)c2cc(S(=O)(=O)N3CCOCC3)ccc2Cl)cc1	8.5	-4.5	.	43.4	2.0	-1.4	-3.6	.	3.1
O=C(c1ccco1)N(CCO)Cc1cc2cc3c(cc2[nH]c1=O)OCO3	3.1	4.6	-1.7	3.9	1.0	-2.4	-2.6	-2.3	0.1
CC(C)OCCCNC(=S)Nc1ccc2nc3n(c(=O)c2c1)CCCCC3	5.4	-0.4	-2.9	10.2	3.0	3.0	-7.2	4.6	2.3
O=C(CN1CCN(c2ccc(O)cc2)CC1)N1CCc2ccccc21	-2.2	-10.2	5.5	3.2	0.0	-24.6	-0.2	0.9	0.2
CC(C)(C)OC(=O)N1CCCC1C(=O)N1CCc2ccccc21 (stereo not given)	-14.1	-7.9	-1.8	8.6	0.0	2.9	4.7	2.7	1.5
CCCCOC(=O)C1=C(C)Nc2nnnn2C1c1ccccc1Cl (stereo not given)	-3.8	0.8	1.0	-4.4	0.0	8.0	9.1	4.8	2.2
CCN(Cc1ccc2c(c1)OCCO2)C(=O)CN1C(=O)NC2(CCc3ccccc32)C1=O (stereo not given)	5.8	4.9	.	14.7	1.0	4.8	2.9	.	2.3
CCOc1ccc(/C=N/n2cc(-c3ccccc3)[nH]c2=S)cc1	4.6	1.7	-1.9	-0.2	0.0	-6.2	1.2	-0.3	2.6
Cc1ccc(Cn2c(C)cc3c(c2=O)C(c2cccs2)C(C#N)=C(N)O3)cc1 (stereo not given)	7.0	12.8	3.7	-5.3	1.0	-0.5	-2.9	1.7	1.3
COc1cc(OC)c(C(=O)Nc2ccc(S(=O)(=O)N3CCCCC3)cc2)cc1OC	2.5	-3.1	-4.9	6.6	0.0	-3.2	-3.0	-2.7	2.8
Oc1ccc(C(=S)N2CCCCC2)cc1	4.7	-4.6	4.9	0.2	2.0	12.9	1.1	2.6	-2.0
Cc1nc(-c2ccc(Cl)cc2)sc1C1(C)CC(c2ccc([N+](=O)[O-])cc2)=NO1 (stereo not given)	1.8&-16.3	-5.7	-0.7	41.2	4.0	-14.6	4.0	-2.5	0.9
CCOC(=O)CNC(=O)/C=C/c1c(Cl)cccc1Cl	-0.3	4.0	3.4	1.0	1.0	-0.6	-5.1	-3.7	2.1
CC(C)(C)OC(=O)C[C@@H]1C/C=C\C[C@H](CC(=O)N(CCO)Cc2ccccc2)C(=O)N[C@H](Cc2ccccc2)COC1=O	-0.9	-0.9	.	-3.2	1.0	7.9	.	.	.
O=C1NC(Cc2ccccc2)C(=O)N1CC(=O)N1CCCc2ccccc21 (stereo not given)	28.7	-3.2	-0.6	14.6	0.0	-0.3	0.0	3.2	0.1
O=C(CN1C(=O)S/C(=C\c2cccs2)C1=O)Nc1ccc(O)cc1C(=O)O	?	-5.5	7.2	7.8	0.0	-14.6	4.4	5.9	1.3
CCOc1cccc(-c2cc(C(=O)Nc3ccon3)c3ccccc3n2)c1	-2.8	3.7	-0.2	5.2	5.0	-4.6	3.1	4.1	4.8
O=C(Nc1ccc(S(=O)(=O)N2CCCCC2)cc1)c1ccc(F)cc1	-1.1	2.4	-2.1	12.3	5.0	0.4	1.2	5.3	2.8
COc1ccccc1CN1C[C@@H]2C[C@@H](c3ccccc3C)N3CCC[C@@]23C1=O	-4.7	7.3	1.6	14.8	0.0	-5.8	-2.5	6.5	1.7
O=Nc1ccc(NOC(=O)c2ccccc2)cc1	-1.2	-7.2	0.1	2.7	0.0	-3.4	-2.5	-12.3	1.4
CCOC(=O)C(=CNc1nc(-c2ccc3ccccc3c2)cs1)C(=O)OCC	6.0	-2.6	-2.8	14.0	1.0	1.6	-0.7	5.4	-0.1
O=C(CSC1=Nc2ccccc2C2CC=NN12)Nc1ccc(F)c(F)c1F (stereo not given)	10.9	-4.5	.	-3.6	0.0	-3.2	3.0	.	1.4
Cn1cnnc1SCc1nnc(-c2ccccc2Br)o1	15.6	6.9	-0.9	3.9	0.0	2.7	0.6	-0.1	-1.7

Continuation:
SMILES	JMJD2C inh	procasp3 activ	CTSL1 counter	VLA-4 inh	GRK2 aptamer HTS	procasp7 counter	PP1 inh	HCV core dimer	PP5 inh
Cc1cc(O)c(C(=O)Cc2csc(C)n2)c(O)c1	-7.3	1.1	3.4	7.8	0.0	1.9	0.8	-2.5	3.0
COc1cccc(OCc2cc(C(=O)NCc3ccccn3)no2)c1	4.6	0.5	-1.2	-7.2	0.0	7.0	-2.5	2.4	-0.4
CCCN1C(=O)c2ccc(C(=O)NC3CCCCC3)cc2C1=O	27.1	-5.9	-3.4	6.5	0.0	-3.1	3.8	-9.2	-3.6
CCOC(=O)N1CCC(N2C(=O)c3ccccc3C2Nc2ccc(C)cc2)CC1 (stereo not given)	8.8	-6.8	-2.0	-12.5	2.0	1.1	1.1	9.1	4.2
CCc1cc2c(=O)[nH]c(Cc3ccccc3)nc2s1	1.0	-3.0	-3.2	20.1	2.0	8.0	-2.2	4.8	2.2
Nc1nc(C23CC4CC(CC(Cl)(C4)C2)C3)cs1	13.5	-5.3	-2.7	7.8	0.0	-6.9	-2.1	1.3	1.6
O=C(CCCN1C(=O)/C(=C/c2ccccc2)SC1=S)N1CCOCC1	1.8	-14.2	-1.4	-2.8	4.0	-26.0	5.2	-5.1	0.5
CCOc1ccc(C(=O)Cn2cnnc2C#N)cc1	-0.7	-1.4	2.6	6.1	0.0	4.4	-3.6	12.8	-0.2
CCOc1ccc(NC(=S)NCc2nc3ccccc3[nH]2)cc1	-20.2	1.1	-0.2	-7.6	1.0	-1.7	0.2	-2.4	-0.7
COc1ccc(CN(CC(=O)NC2CCCC2)C(=O)c2csnn2)cc1	?	-6.1	-1.0	-0.8	0.0	-4.9	-0.3	-12.8	-1.4
CN(C)/C=N/c1nccc(-c2cccs2)n1	-0.4	5.9	-2.3	2.4	0.0	-2.2	-1.1	-1.9	-0.7
O=C(O)c1ccccc1-c1csc(-c2ccccc2)n1	14.9	-2.9	-3.2	5.7	5.0	6.4	-1.9	2.2	0.8
COCCN(C(=S)Nc1ccc(C)cc1C)C(C)c1cccs1 (stereo not given)	-4.5	2.5	-0.8	2.7	0.0	6.7	-1.5	-0.2	-0.1
N=c1n(CCN2CCCC2)c2ccccc2n1CC(O)c1ccc(Cl)c(Cl)c1 (stereo not given)	0.1	1.5	-3.2	14.4	0.0	9.7	-0.5	-1.8	0.6
CC(=O)OCc1c(C)cc(C)c(/C=C(/C#N)C(N)=O)c1C	3.2	-1.5	-2.5	7.3	3.0	16.0	0.3	-3.2	-0.3
CCN(CC)CCN(Cc1cc2cc(C)ccc2[nH]c1=O)C(=S)Nc1ccccc1	-2.1	8.0	-1.5	5.2	0.0	-7.7	-3.3	2.2	-1.4
COc1ccc(OC)c(S(=O)(=O)NCc2cn3c(C)csc3n2)c1	-9.4	-8.4	-0.5	5.2	0.0	4.9	-0.8	4.4	-0.2
CCOC(=O)C1=C(N)n2c(s/c(=C\c3cccs3)c2=O)=C(C(=O)OCC)C1c1cccs1 (stereo not given)	-4.8&4.6	-3.9	-1.2	20.1	2.0	-0.1	-1.7	7.0	1.2
Cc1ccc(F)cc1NC(=O)CSCc1c(C)noc1C	2.9	-3.9	.	11.0	3.0	4.1	0.0	.	0.8
O=C(O)CSc1ncnc2scc(-c3ccccc3)c12	-1.5	0.4	-2.9	1.4	1.0	-3.1	-0.3	-2.0	-2.0
Cc1cc2c(cc1C)NC(c1ccccn1)C1=C(CC(C)(C)CC1=O)N2 (stereo not given)	-3.4	-3.0	4.2	5.7	0.0	6.9	-2.4	-7.2	1.4
Cc1cc(N2CCN(Cc3nc(-c4ccc(F)cc4)oc3C)CC2)cc(C)n1	4.8	5.7	-9.0	15.1	0.0	-0.4	-2.5	-4.8	2.5
CNC(=O)CC1C(=O)N(C)C(=S)N1NC(=O)c1ccc(Cl)cc1 (stereo not given)	13.5	-6.6	1.1	5.1	2.0	-6.0	-0.1	-8.8	2.6
COc1cc(C(=O)N2CCCN(C)CC2)cc(OC)c1C	-3.3	16.6	-7.0	-7.7	0.0	8.2	0.6	-9.0	-0.6
CC(c1ccccc1)N1C(=O)c2ccc(C(=O)NCc3cccnc3)cc2C1=O (stereo not given)	i	-9.5	4.4	6.7	0.0	-2.5	1.0	4.2	0.1

Reprinted at random: 4 compounds from above.
SMILES	JMJD2C inh	procasp3 activ	CTSL1 counter	VLA-4 inh	GRK2 aptamer HTS	procasp7 counter	PP1 inh	HCV core dimer	PP5 inh
Nc1nc(C23CC4CC(CC(Cl)(C4)C2)C3)cs1	13.5	-5.3	-2.7	7.8	0.0	-6.9	-2.1	1.3	1.6
CCOc1ccc(NC(=S)NCc2nc3ccccc3[nH]2)cc1	-20.2	1.1	-0.2	-7.6	1.0	-1.7	0.2	-2.4	-0.7
CCOC(=O)N1CCC(N2C(=O)c3ccccc3C2Nc2ccc(C)cc2)CC1 (stereo not given)	8.8	-6.8	-2.0	-12.5	2.0	1.1	1.1	9.1	4.2
CCCN1C(=O)c2ccc(C(=O)NC3CCCCC3)cc2C1=O	27.1	-5.9	-3.4	6.5	0.0	-3.1	3.8	-9.2	-3.6

Next records.
SMILES	JMJD2C inh	procasp3 activ	CTSL1 counter	VLA-4 inh	GRK2 aptamer HTS	procasp7 counter	PP1 inh	HCV core dimer	PP5 inh
CCOc1c(Cl)cc(CNc2nnnn2C)cc1OC	1.1	-2.3	-0.8	2.0	0.0	1.3	1.2	2.1	-0.3
CC1(C)CC(n2c(=S)[nH]c3ccccc3c2=O)CCO1 (stereo not given)	-0.5	0.7	0.4	-0.7	3.0	5.5	0.3	-4.9	-0.7
CC1CCCCN1CCn1c(=S)[nH]c2cc3c(cc2c1=O)OCO3 (stereo not given)	-4.2	3.6	1.4	1.6	0.0	0.4	2.0	-6.4	-0.9
Cc1ccc2c(c1)cc(CN(Cc1ccco1)C(=O)N1CCOCC1)c1nnnn12	-16.9	2.6	-4.2	1.2	0.0	-2.8	-0.2	-1.6	2.6
O=C(/C=C/c1ccc(F)cc1)NC(=S)N1CCOCC1	-11.7	-1.1	0.8	12.7	0.0	-5.5	-0.9	-11.3	0.1
CN1CCN(c2ccc(NC(=O)c3cccc(S(=O)(=O)N4CCCC4)c3)cc2)CC1	4.5	5.7	.	-1.4	0.0	9.1	-3.9	.	-2.1

Limited to JMJD2C inh (2 entries from above):
molecule	JMJD2C inh
CCOc1c(Cl)cc(CNc2nnnn2C)cc1OC	1.1
CC1(C)CC(n2c(=S)[nH]c3ccccc3c2=O)CCO1 (stereo not given)	-0.5
